Source: PubChem
NPY-Y1 PAM-ag – potentiators or agonists of human neuropeptide Y receptor Y1; P25929; NPY-Y1 expressing cells, potentiator/agonist activation; 220,000 compounds, 0.37% hits; activation, % at 3.6 µM; AID 1304; in the data active = activation above about 33%, passing the limit was not always enough;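 note: cells stimulated with NPY at EC10 then isoproterenol at EC100; 0% = low agonist plus stimulus and 100% = saturating agonist plus stimulus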
NPY Y1 blocker – antagonists of human neuropeptide Y receptor Y1 | P25929 | inhibition, % at 3.6 µM | 200,000 compounds, 1% hits | HEK293-CNG Y1 cells, membrane potential fluorescence; NPY at EC95, then isoproterenol;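 active = inhibition above the campaign mean inhibition of all tested compounds plus 3 SD, cut at about 20% in these data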;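 note: 0% = DMSO wells given NPY plus isoproterenol and 100% = isoproterenol alone without NPY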
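Material: HEK293 cells with Y1 receptor plus CNG channel; times: compound incubation 1 h at room temperature, readout 45 min post-stimulation; signal: fluorescence, membrane potential probe; read-out basis: fluorescence ratio normalized to % inhibition between controls; benchmarks: full-block control isoproterenol-only wells, zero-block control NPY plus isoproterenol wells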
BaF3 parental – counter-screen for JAK2V617F inhibitors: parental Ba/F3 viability inhibitors. CellTiter-Glo ATP luminescence. inhibition, % at 5.6 µM. 220,000 compounds, 1.1% hits. AID 1486;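 active = inhibition above a per-campaign cutoff, the mean inhibition of all tested compounds plus 3 SD, cut at about 27% in these data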;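 note: 0% = DMSO wells and 100% = JAK Inhibitor I control wells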
NPY-Y2 PAM-ag – human NPY-Y2 potentiation or agonism, primary screen; P49146; cells expressing NPY-Y2, potentiator/agonist read-out; activation, % at 3.6 µM; 220,000 compounds, 0.45% hits; in the data active = activation above about 27%;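 note: cells stimulated with NPY near EC25 plus isoproterenol at EC100; 0% = vehicle plus submaximal agonist and 100% = vehicle plus saturating agonist; some results beyond the cut were filed as inactive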
S1P4 ag – agonists of human S1P4 receptor; O95977; activation, % at 4.98 µM; 220,000 compounds, 0.35% hits; S1P4-expressing cell line, agonist reporter assay; AID 1509; in the data active = activation above about 11%;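 note: 0% = DMSO vehicle and 100% = reference agonist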
Target sequence (O95977 whole entry, looked up): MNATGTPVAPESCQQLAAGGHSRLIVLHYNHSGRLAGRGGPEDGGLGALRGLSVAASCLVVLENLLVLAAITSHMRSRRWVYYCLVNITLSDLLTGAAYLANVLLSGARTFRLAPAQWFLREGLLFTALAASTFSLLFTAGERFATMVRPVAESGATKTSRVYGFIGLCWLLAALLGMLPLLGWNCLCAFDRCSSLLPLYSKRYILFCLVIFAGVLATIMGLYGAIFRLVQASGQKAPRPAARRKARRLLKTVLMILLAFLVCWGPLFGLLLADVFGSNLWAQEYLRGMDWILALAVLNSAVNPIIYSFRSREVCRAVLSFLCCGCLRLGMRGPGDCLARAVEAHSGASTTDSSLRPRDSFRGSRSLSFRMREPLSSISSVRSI
S1P4 antag – human S1P4 receptor antagonism; AID 1510; S1P4-expressing cells, antagonist mode, reporter read-out; 220,000 compounds, 0.26% hits; inhibition, % at 4.98 µM; in the data active = inhibition above about 29%;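 note: 0% = wells stimulated with agonist and 100% = vehicle wells without agonist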
RBBP9 inhibitor – inhibitors of human serine hydrolase RBBP9. O75884. recombinant RBBP9, FP-Rh probe fluorescence polarization. inhibition, % at 7.94 µM. 220,000 compounds, 0.2% hits. AID 1515;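 active = inhibition above the campaign mean of all tested compounds plus 3 SD, cut at about 14% in these data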;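 note: plate controls were DMSO wells with RBBP9 for no effect and wells lacking RBBP9 protein for full effect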
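Test system: recombinant human RBBP9. Quantity: 2.5 µM RBBP9 dispensing solution, before mixing. Detection: FP readout at 525/598 nm. Reagent: Serine-hydrolase probe FP-Rh, 375 nM pre-mixing. Measure: % inhibition. Control set: DMSO-treated enzyme wells and wells lacking RBBP9. Buffer or medium: Tris-NaCl-Pluronic buffer, pH 8.0. Times: preincubation 30 min plus labeling 45 min at 25 °C.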
Runt-CBFb FRET – inhibitors of human RUNX1 Runt domain binding to CBFb | Cerulean-Runt/Venus-CBFb FRET ratio 530/480, 1 h | inhibition, % at 20 µM | 220,000 compounds, 0.46% hits;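 active = inhibition over about 50% at 20 µM in the single-dose screen, limit read from the data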;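 note: 0% = DMSO wells and 100% = excess unlabeled CBFb competitor control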
Target sequence (Q01196 whole entry, looked up, the tested form may be a part): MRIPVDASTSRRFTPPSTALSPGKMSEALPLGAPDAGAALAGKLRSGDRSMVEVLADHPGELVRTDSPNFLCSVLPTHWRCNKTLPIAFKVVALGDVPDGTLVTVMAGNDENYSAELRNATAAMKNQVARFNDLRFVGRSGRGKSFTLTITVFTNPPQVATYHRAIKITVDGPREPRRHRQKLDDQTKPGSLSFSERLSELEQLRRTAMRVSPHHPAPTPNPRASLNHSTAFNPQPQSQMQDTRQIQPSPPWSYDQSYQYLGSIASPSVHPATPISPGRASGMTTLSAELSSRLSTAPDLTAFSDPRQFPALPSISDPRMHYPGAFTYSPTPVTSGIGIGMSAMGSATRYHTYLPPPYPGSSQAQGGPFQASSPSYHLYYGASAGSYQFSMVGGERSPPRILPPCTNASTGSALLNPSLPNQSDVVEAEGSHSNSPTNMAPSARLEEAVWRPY
Target sequence (Q13951 whole entry, looked up, the tested form may be a part): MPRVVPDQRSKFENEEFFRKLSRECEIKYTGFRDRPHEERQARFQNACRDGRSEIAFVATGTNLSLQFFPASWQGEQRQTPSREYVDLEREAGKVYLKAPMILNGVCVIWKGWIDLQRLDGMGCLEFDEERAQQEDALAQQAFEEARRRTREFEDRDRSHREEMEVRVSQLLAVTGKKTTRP
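Measured by: fluorescence energy transfer, 422 nm excitation, 530/480 nm emission; Assay system: Cerulean-Runt domain; Medium: Tris pH 7.5 buffer with BSA; Measure: loss of energy transfer signal; Controls: 5 µM unlabeled CBFb as full-inhibition high control; Incubation: protein complex preformed 1 h, compound exposure 1 h, room temperature, dark.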
Ba/F3 V617F tox – reduce viability of Ba/F3 cells dependent on JAK2V617F | Ba/F3 EpoR-JAK2V617F viability, ATP luminescence | 220,000 compounds, 1.1% hits | AID 1446 | inhibition, % at 5.6 µM;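 active = inhibition above the campaign mean plus 3 SD over all tested compounds, cut at about 24% in these data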;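 note: cytokine-independent growth of Ba/F3 cells driven by EpoR plus mutant JAK2; 0% = DMSO-treated cells and 100% = JAK inhibitor I control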
* = called active by the depositor; nt = not tested or not shown.

SMILES	NPY-Y1 PAM-ag	NPY Y1 blocker	BaF3 parental	NPY-Y2 PAM-ag	S1P4 ag	S1P4 antag	RBBP9 inhibitor	Runt-CBFb FRET	Ba/F3 V617F tox
CCC(C)NCCOc1cc(C)cc(C)c1C (centres undefined)	-9	9	3	-9	-1.0	-12	-7	-2	3
Cc1n[nH]c(C)c1S(=O)(=O)N1CCN(c2ccccn2)CC1	-1	0	2	0	-1.7	14	1	0	-2
CCN(C(=O)c1ccco1)c1nc(CC(=O)Nc2ccc(Cl)cc2)cs1	-21	6	7	15	1.0	-2	-6	-1	-1
CCOC(=O)c1ccc(-c2n[nH]c(=O)c3ccccc23)cc1	14	2	0	8	-1.0	-17	-2	1	-4
C=C(C)C1CC=C(CN2CCC(C(=O)OCC)CC2)CC1 (centres undefined)	-2	-3	-1	9	-0.2	-12	2	-2	-4
COc1ccc(OC)c(-n2c(-c3ccc(O)cc3O)n[nH]c2=S)c1	2	nt	3	12	0.3	5	1	18	-4
CN1/C(=C\C(=O)c2cccnc2)Sc2ccccc21	9	2	8	-7	1.2	9	-2	66*	3
CCOC(=O)c1sc(NC(=O)c2ccc(S(=O)(=O)N3CCOCC3)cc2)cc1C	-9	-7	4	-15	0.4	-11	-3	-1	2
Cc1cccc(COCC(CC(C)C)N2CCN(C(=O)c3ccc(C(C)(C)C)cc3)CCC2=O)c1 (centres undefined)	-40	10	7	-5	2.4	14	-6	-16	3
Cc1c(C(=O)c2ccc(Cl)c([N+](=O)[O-])c2)c2ccccn2c1CCC#N	42	-2	3	-1	1.2	-6	-8	-2	-1
COc1ccccc1NC(=O)c1ccc(SCC(=O)NCc2ccccc2Cl)c([N+](=O)[O-])c1	-5	-1	4	14	-0.6	-12	-8	4	1
CCOC(=O)c1ccc(N2C(=O)c3n[nH]c(C)c3C2c2ccccn2)cc1 (centres undefined)	16	0	4	-2	2.1	-9	-1	2	-2
CN(C)CCNc1c2c(nc3nnnn13)CCCC2	-17	1	7	-9	-1.1	9	-5	0	2
CC(=O)C1=C(O)C(=O)N(CCc2c[nH]c3ccccc23)C1c1ccc(C)cc1 (centres undefined)	2	0	6	-16	-1.2	-3	-5	-2	0
CNC(=S)NNC(=O)c1sccc1OCc1ccc(C)cc1	4	2	4	4	2.8	-4	-1	-2	-1
Cc1nn(-c2ccccc2)c(C)c1C(=O)OCC(=O)NC(=O)NC1CCCCC1	-20	7	5	-3	2.6	2	-2	-6	-1
COc1ccc(-n2c(SCC(=O)O)nc3sc4c(c3c2=O)CCC4)cc1	-5	4	6	-5	1.0	-1	2	2	0
CC(C)N(C(=O)COC(=O)c1ccccc1C(=O)c1ccc(Cl)c([N+](=O)[O-])c1)C(C)C	-4	-3	6	3	-1.2	31*	-1	-2	4
CCOc1ccc(C(=O)C(c2ccccc2)N2CCOCC2)cc1 (centres undefined)	7	-5	1	4	-0.2	-3	1	0	-4
COC(=O)C1CCN(c2nc3ccccc3nc2C(C#N)C(=O)NCCc2ccccc2)CC1 (centres undefined)	2	-4	0	-7	0.4	-1	-3	nt	-1

Pulled one by one from the list above:
SMILES	NPY-Y1 PAM-ag	NPY Y1 blocker	BaF3 parental	NPY-Y2 PAM-ag	S1P4 ag	S1P4 antag	RBBP9 inhibitor	Runt-CBFb FRET	Ba/F3 V617F tox
CCOC(=O)c1ccc(N2C(=O)c3n[nH]c(C)c3C2c2ccccn2)cc1 (centres undefined)	16	0	4	-2	2.1	-9	-1	2	-2
Cc1cccc(COCC(CC(C)C)N2CCN(C(=O)c3ccc(C(C)(C)C)cc3)CCC2=O)c1 (centres undefined)	-40	10	7	-5	2.4	14	-6	-16	3

Three neighbouring records already listed:
SMILES	NPY-Y1 PAM-ag	NPY Y1 blocker	BaF3 parental	NPY-Y2 PAM-ag	S1P4 ag	S1P4 antag	RBBP9 inhibitor	Runt-CBFb FRET	Ba/F3 V617F tox
CC(C)N(C(=O)COC(=O)c1ccccc1C(=O)c1ccc(Cl)c([N+](=O)[O-])c1)C(C)C	-4	-3	6	3	-1.2	31*	-1	-2	4
CCOc1ccc(C(=O)C(c2ccccc2)N2CCOCC2)cc1 (centres undefined)	7	-5	1	4	-0.2	-3	1	0	-4
COC(=O)C1CCN(c2nc3ccccc3nc2C(C#N)C(=O)NCCc2ccccc2)CC1 (centres undefined)	2	-4	0	-7	0.4	-1	-3	nt	-1

An excerpt from above in order of the S1P4 antag value, highest first:
Molecule | S1P4 antag
CN(C)CCNc1c2c(nc3nnnn13)CCCC2 | 9
COC(=O)C1CCN(c2nc3ccccc3nc2C(C#N)C(=O)NCCc2ccccc2)CC1 (centres undefined) | -1
CCOC(=O)c1ccc(N2C(=O)c3n[nH]c(C)c3C2c2ccccn2)cc1 (centres undefined) | -9

(cont.)
SMILES	NPY-Y1 PAM-ag	NPY Y1 blocker	BaF3 parental	NPY-Y2 PAM-ag	S1P4 ag	S1P4 antag	RBBP9 inhibitor	Runt-CBFb FRET	Ba/F3 V617F tox
Cc1nc(NCc2ccc3c(c2)OCO3)c2oc3ccccc3c2n1	-35	14	-1	-16	1.6	-7	1	-3	-3
O=C(N/N=C/c1cccc([N+](=O)[O-])c1)c1cnccn1	-15	1	4	9	0.1	-6	-6	36	0
CCCCNC(=O)CN(c1ccc(Cl)c(Cl)c1)S(C)(=O)=O	-10	5	2	9	-0.5	-2	-9	-3	-2
COc1ccccc1NC(=O)C(NC(=O)OC(C)(C)C)C(C)OCc1ccccc1 (centres undefined)	-7	7	10	1	1.6	-19	-5	-1	0
N=c1sccn1CC(=O)Nc1ccccc1Cc1ccccc1	-3	4	-1	-5	1.3	-6	-6	-2	1
COc1ccc(OC)c(Nc2nc(NCc3ccco3)nc(N)c2[N+](=O)[O-])c1	7	nt	1	14	-1.2	0	5	-2	-3
Cn1c(=O)c2c(ncn2CCN(CCO)Cc2ccccc2)n(C)c1=O	-4	-2	6	17	-0.2	-12	-2	-1	2
S=C(Nc1ccccc1)N1CCCCCCC1	11	1	8	12	0.8	-22	-7	-2	-4
CCC(NC(=O)c1ccc(C#CC2(O)CCCCC2)cc1)C(=O)O (centres undefined)	-11	0	10	5	-0.6	10	-2	9	3
Cc1c(NC(=O)c2ccc(N3CCCC3)c([N+](=O)[O-])c2)cccc1-c1nc2ccccc2s1	-24	5	-1	-3	-1.2	-4	4	-1	-2
NC(=O)c1ccc(Sc2nnc(-c3cccs3)n2CC2CCCO2)c([N+](=O)[O-])c1 (centres undefined)	6	-2	4	-1	1.6	-15	-8	3	3
O=C(CSC(=S)N1CCCC1)c1cc(Br)cc(Br)c1O	6	8	7	3	1.0	5	-1	6	3
CCOc1cc(C(=S)N2CCOCC2)ccc1O	-19	-4	6	-21	0.7	-10	-5	49	-1
Cc1ccc2ncccc2c1NS(=O)(=O)c1ccccc1	2	-2	1	-1	0.6	-22	-5	-6	3
CCc1nnc(SCc2ccc(C(=O)OC)o2)n1N	6	3	-2	5	-1.8	3	-3	2	-1
CCN1CCCC1CN(Cc1cc2ccc(C)cc2[nH]c1=O)C(=S)Nc1ccccc1C(=O)OC (centres undefined)	-20	-1	7	-10	1.1	10	-11	6	2
CC(NC(=O)c1cccnc1)C(c1cccs1)N1CCN(c2ccccc2F)CC1 (centres undefined)	27	nt	-1	4	0.5	-9	4	1	-4
O=c1[nH]c(Cc2cccs2)nc2scc(-c3ccc(Cl)cc3)c12	66*	nt	-2	26	1.5	-2	-3	-1	-5
Cc1ccc2nc(SCC(=O)Nc3ccc(F)c([N+](=O)[O-])c3)[nH]c2c1	5	-3	4	3	0.0	-11	-7	0	-3
c1ccc(Nc2cc(Nc3ccccc3)[nH]n2)cc1	9	-10	0	14	-2.1	8	-2	2	-1
CS(=O)(=O)N1CCN(C(=O)COc2ccc3ccccc3c2)CC1	-7	nt	2	-22	-1.5	15	-3	0	4
COc1ccc(N(CC(=O)NC2CCCC2)C(=O)Cn2nnc(-c3ccc(C)cc3)n2)cc1	-3	2	12	9	-0.3	-12	-4	0	0
CC(C(=O)Nc1ccc(Cl)cc1)c1ncc(C(F)(F)F)cc1Cl (centres undefined)	-10	4	4	-4	1.0	-18	-2	1	-3
COc1cc(NC(=O)COC(=O)CNC(=O)c2ccc(Cl)cc2)c(C)cc1[N+](=O)[O-]	-4	1	6	16	1.5	-3	-5	-4	-1
Cc1ccn2cc(CCNC(=O)CC(C)(C)C)nc2c1	9	8	0	-7	-0.4	-3	-4	1	-2
CCC(OC(=O)C1=Cc2ccccc2OC1)C(=O)NCc1ccco1 (centres undefined)	6	1	3	-2	-1.1	-12	-7	-2	-2
COc1ccc(CC(=O)OCC(=O)Nc2cccc(Br)c2)cc1	-22	5	-2	-10	-1.1	-26	-10	-4	4
CN(C)CCn1c(=S)[nH]c2ncccc2c1=O	2	0	0	-3	-2.8	0	-6	2	4
COc1ccc(C2C=C(c3ccc(C)cc3)Nc3ncnn32)cc1 (centres undefined)	-11	4	1	-15	-4.9	29*	0	-96	-4
COC(=O)C1CCN(c2cc(Cl)nc(N)n2)CC1	4	-4	7	-7	2.0	-10	-1	1	2
CCOc1cc(/C=N/NC(=O)CCCC(=O)NC2CCCCC2)ccc1O	16	-1	0	3	1.0	-29	-1	0	-5
COCc1cc(C)nc(SCc2nc3ccccc3c(=O)[nH]2)c1C#N	-8	2	9	-12	-2.5	2	-2	-12	1
O=C1C2CC=CCC2C(=O)N1c1ccc(NCCc2ccc(Cl)cc2)c([N+](=O)[O-])c1 (centres undefined)	5	2	-2	17	-0.3	-5	-5	-6	-3
CC(C)(C)NC(=O)NC(=O)CN1CCN(S(=O)(=O)c2ccc3c(c2)OCCO3)CC1	13	nt	2	-6	-0.3	6	-1	-1	2
NC(=O)c1ccc(N2CCCCC2)c(N2C(=O)C3CC=CCC3C2=O)c1 (centres undefined)	-17	1	1	3	0.5	0	-3	3	-2
COc1ccccc1Nc1ncnc2c1oc1ccccc12	-29	21*	6	-33	-1.5	2	-11	-3	6
